# Assay outcomes from PubChem BioAssay.
# E-sel inducer: E-selectin induction on HUVECs; P16581; AID 686992; HUVEC E-selectin immunofluorescence imaging; normalized: neutral wells 0, TNF-alpha wells 100; actives 0.37% (n = 260,000); activation, % at 7.58 µM;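 active means mean E-selectin-positive cell signal at least 10% of the positive control, reached in at least 60% of replicates, without over 20% cell loss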;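 further: in these data hits start at about 27%; measured in HUVEC primary endothelial cells; signal is the percent of cells scored E-selectin positive by PE staining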
#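 Test system – human umbilical vein endothelial cells (HUVEC), E-selectin induction · Input – 3,000 HUVEC seeded per well · Buffer or medium – EGM-2, gelatin · Compound dosing – single-point compound dose · Detection – immunofluorescence imaging · Measure – percent E-selectin-positive cells · Controls – TNF-alpha high, DMSO low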
# EWS-Fli block: EWS/Fli transcriptional activity inhibition; actives 0.67% (n = 350,000); A673 NR0B1-luciferase reporter, viability-normalised; inhibition, % at 12.6 µM;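 active means mean inhibition of at least 50% after viability correction, with every replicate also passing that limit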;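 further: firefly luciferase signal divided by Alamar Blue viability fluorescence both relative to DMSO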
# RAD54 inh: inhibitors of human RAD54 branch migration; Q92698; RAD54 Holliday junction branch migration, FAM/BHQ fluorescence; inhibition, % at 10.4 µM; actives 0.14% (n = 360,000); AID 602329;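 active means mean normalized replicate activity at least 40 and at least half of replicates scoring 40 or more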;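 further: 0% = median of neutral control wells and 100% = median of positive control wells; inhibitors cause a drop in the FAM fluorescence signal; in these data hits start at about 50%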
# Target sequence (Q92698 whole entry, looked up): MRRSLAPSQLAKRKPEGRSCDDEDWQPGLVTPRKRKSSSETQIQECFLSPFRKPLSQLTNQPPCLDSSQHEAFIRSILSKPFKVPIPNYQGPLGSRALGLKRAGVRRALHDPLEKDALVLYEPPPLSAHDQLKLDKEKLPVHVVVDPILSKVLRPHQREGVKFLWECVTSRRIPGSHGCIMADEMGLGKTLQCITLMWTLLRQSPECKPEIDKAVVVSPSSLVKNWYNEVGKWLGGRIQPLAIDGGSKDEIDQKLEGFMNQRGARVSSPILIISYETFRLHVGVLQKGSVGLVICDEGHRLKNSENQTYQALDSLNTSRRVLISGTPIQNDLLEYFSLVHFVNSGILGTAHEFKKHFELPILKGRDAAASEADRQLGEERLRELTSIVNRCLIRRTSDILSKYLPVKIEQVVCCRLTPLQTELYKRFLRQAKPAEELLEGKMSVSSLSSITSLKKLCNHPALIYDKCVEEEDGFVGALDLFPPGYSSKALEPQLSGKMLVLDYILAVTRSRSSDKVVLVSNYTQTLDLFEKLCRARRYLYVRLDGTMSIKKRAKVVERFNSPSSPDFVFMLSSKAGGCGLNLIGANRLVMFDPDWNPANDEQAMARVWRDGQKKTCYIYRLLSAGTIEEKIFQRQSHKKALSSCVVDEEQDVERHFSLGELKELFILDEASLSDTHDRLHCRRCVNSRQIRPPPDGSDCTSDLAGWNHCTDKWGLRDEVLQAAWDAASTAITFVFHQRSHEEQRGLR
# RAD52 anneal inh: RAD52 (human) annealing inhibition; inhibition, % at 18.7 µM; recombinant RAD52 DNA annealing, FRET fluorescence; actives 0.46% (n = 360,000);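 active means every replicate showing at least 50% inhibition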
# S100A4 inh HTS: S100A4-myosin IIA interaction inhibition; P26447; S100A4/TAMRA-MyoIIA peptide fluorescence polarization; inhibition, % at 10.7 µM; actives 0.14% (n = 360,000); AID 652163;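 active means mean inhibition of at least 70% across replicates, with every replicate also reaching that level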
# Target sequence (P26447 whole entry, looked up): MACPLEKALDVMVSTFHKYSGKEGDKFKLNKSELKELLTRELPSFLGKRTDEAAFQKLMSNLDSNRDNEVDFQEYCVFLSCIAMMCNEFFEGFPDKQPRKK
#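 Material: S100A4 monomer (human). Medium: Calcium-containing HEPES buffer, pH 7.2. Probe or stimulus: labelled myosin peptide probe, 5 nM. Compound dosing: one concentration per compound. Timing: polarization read 5 min after assay mix addition, stable 5–60 min. Benchmarks: DMSO as neutral control, TFP as positive control.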
# esBAF inh: SWI/SNF esBAF complex inhibition | mouse ES cells, Bmi1-luciferase knock-in reporter, 24 h; 100% = twice the neutral-well signal | reporter increase, % at 12.5 µM | actives 2% (n = 350,000) | AID 602393; in the data active means activation above about 40%;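 further: 0% = median of the plate's neutral control wells and 100% = double that signal; a rise in the Bmi1 reporter signal indicates esBAF inhibition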
# FN deposit inh: fibronectin deposition inhibition | AH1F fibroblasts, Alexa488-fibronectin deposition fluorescence, overnight | inhibition, % at 12.6 µM | actives 0.086% (n = 350,000) | AID 743247;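 active means mean inhibition across replicates of 30% or more, regardless of how many single replicates reach that level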;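 further: positive control wells lacked labelled fibronectin entirely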
#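 Assay system: AH1F fibroblast monolayer, labelled fibronectin deposition. Amount: 10000 cells per well. Also added: labelled fibronectin 24 nM. Compound: single-point pinned compound. Incubation: cell attachment 1 h, compound and FN exposure overnight. Detection: fluorescence after three HBSS washes, excitation 485 nm, emission 525 nm. Read-out: inhibition of fibronectin deposition signal.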
# XiGFP reactiv: X-chromosome reactivation activator; actives 0.055% (n = 360,000); XiGFP mouse fibroblasts, % GFP-positive cells imaging, 3 d; cells co-treated with 5-aza-dC sensitizer; scaled so ellipticine positive control = 100%; AID 743238; activation, % at 7.58 µM;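 active means mean normalized replicate activation at least 10% and every replicate at or above 10%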;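 further: 0% = median of on-plate neutral control wells and 100% = ellipticine 6 µM median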
#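 System: 68-5-11 XiGFP fibroblast line; Timing: 3 days compound exposure; Compound dosing: one concentration, pinned; Benchmarks: positive control ellipticine, 6 µM final; Buffer or medium: DMEM containing 5-aza-dC.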
# The depositor's hits bear a star; nt = not tested or not shown.
SMILES,E-sel inducer,EWS-Fli block,RAD54 inh,RAD52 anneal inh,S100A4 inh HTS,esBAF inh,FN deposit inh,XiGFP reactiv
C/C(=N/NC(=O)C1CCCN1C(=O)c1ccc([N+](=O)[O-])cc1)c1ccc(Br)cc1 (stereo not given),0.2,6,0,-5,1,5,2,0.1
COc1ccc(C(C(=O)NC2CCCC2)N(Cc2ccccc2)C(=O)c2nsc(Cl)c2Cl)cc1 (stereo not given),nt,2,7,-7,-3,12,nt,nt
CCOc1cc(NC(=S)Nc2ccc(Cl)cc2)c(OCC)cc1NC(C)=O,2.1,-15,nt,-14,9,nt,-3,-0.1
CC1CCN(c2ccc([N+](=O)[O-])cc2C(N)=O)CC1,nt,-1,9,-20,5,-3,nt,0.0
CCC(=O)N1CCN(c2ccc(NC(=O)COc3ccc(CC)cc3)cc2)CC1,nt,4,2,-8,-13,0,-8,0.1
Cc1ccc([N+](=O)[O-])cc1N,0.5,3,nt,-18,-4,nt,0,0.0
CC(=O)Nc1cccc(Nc2nc(-c3ccccc3)nc3ccccc23)c1,nt,13,nt,-12,1,nt,nt,0.0
COc1ccc(CCN2CC(C(=O)N(C)Cc3ccccc3OC)CCC2=O)cc1 (stereo not given),nt,nt,3,-1,0,-1,10,0.1
CCN(CC)c1ccc(/C=N/NS(=O)(=O)c2ccc(C)c([N+](=O)[O-])c2)cc1,2.6,4,nt,-6,-4,1,-3,0.0
CCOC(=O)[C@]12CCCC=C1N(Cc1ccc(Cl)cc1Cl)C(=O)[C@H](CC(=O)NCCCOC)C2,-0.7,4,nt,9,-4,nt,6,-0.1

# Rewritten as labelled records: entries from further up.
CCC(=O)N1CCN(c2ccc(NC(=O)COc3ccc(CC)cc3)cc2)CC1
  E-sel inducer: nt
  EWS-Fli block: 4
  RAD54 inh: 2
  RAD52 anneal inh: -8
  S100A4 inh HTS: -13
  esBAF inh: 0
  FN deposit inh: -8
  XiGFP reactiv: 0.1
Cc1ccc([N+](=O)[O-])cc1N
  E-sel inducer: 0.5
  EWS-Fli block: 3
  RAD54 inh: nt
  RAD52 anneal inh: -18
  S100A4 inh HTS: -4
  esBAF inh: nt
  FN deposit inh: 0
  XiGFP reactiv: 0.0

# The listing continues:
SMILES,E-sel inducer,EWS-Fli block,RAD54 inh,RAD52 anneal inh,S100A4 inh HTS,esBAF inh,FN deposit inh,XiGFP reactiv
CN1CCC(NC(=O)Nc2ccc(Br)cc2)CC1,-0.2,-6,nt,-5,2,1,10,-0.1
Cc1c(C#N)c(N)nc(Cl)c1C#N,nt,5,nt,-27,-2,nt,-6,0.3
CCCCCCCCN1C(=O)[C@H](CC(=O)NCCC(C)C)C[C@@]2(C(=O)OCC)CCC=C12,-0.3,2,nt,-7,-3,nt,-1,0.2
Cc1nn(C)cc1C(C)Nc1nc2nonc2nc1N1CCCCC1 (stereo not given),2.7,3,-13,-31,-16,1,1,-0.1
COc1ccc(NC(=O)Nc2cccc3c2O[C@H](CN(C)S(=O)(=O)c2ccc(OC)cc2)[C@@H](C)CN([C@@H](C)CO)C3=O)cc1,1.2,-4,1,3,10,-3,nt,0.0
CC(=O)Nc1cccc(-c2ccnc3c2CC(C)(C(=O)Nc2ccc(Cl)cc2)O3)c1 (stereo not given),1.6,62*,-5,-10,-3,-5,13,3.9
COCC(=O)NC[C@@H]1[C@H](c2ccc(C3=CCCC3)cc2)[C@H](CO)N1C(=O)C1CC1,0.0,-2,3,-13,-4,0,9,0.1
C[C@H]1CN([C@@H](C)CO)C(=O)c2cc(Br)cnc2O[C@@H]1CN(C)CC1CCOCC1,4.4,-10,2,nt,nt,-7,-19,0.0
C[C@H]1CN([C@@H](C)CO)C(=O)Cc2cc(NC(=O)Nc3ccccc3)ccc2O[C@@H]1CN(C)Cc1ccc2c(c1)OCO2,0.7,-5,-19,16,-17,-1,nt,-0.9
COC(=O)[C@@H]1C[C@H]2CC[C@H](O)C[C@H]2N1Cc1ccc(C(F)(F)F)cc1,6.5,-3,5,-26,-6,-2,-2,-0.7
Cc1ccccc1CNC(=O)C(=O)NCC1CCCN1S(=O)(=O)c1ccccc1 (stereo not given),0.4,6,nt,-16,-6,nt,1,0.0
CCN(CC)c1ccc(NC(=O)COC(=O)C2CCN(c3ccc(C(F)(F)F)cn3)CC2)cc1,-0.7,-1,nt,-2,-1,nt,-4,0.0
O=C(NCC1CCCCC1)[C@@H]1[C@@H](CO)[C@@H]2Cn3c(cccc3=O)[C@H]1N2C(=O)c1cccnc1,-0.2,-4,10,nt,nt,-3,nt,0.5
N/C(=N\OC(=O)c1cccc(F)c1)c1cccc([N+](=O)[O-])c1,0.4,-55,0,-2,-1,61*,8,0.3
CC(C)Cn1c(N)c(C(=O)COC(=O)C2CCCN2C(=O)c2cccs2)c(=O)n(C)c1=O (stereo not given),nt,2,10,-4,-6,-3,7,0.0
O=C(C[C@H]1CC[C@@H]2[C@H](COC[C@@H](O)CN2C(=O)c2ccncc2)O1)NC1CCC1,0.0,-5,1,-18,-38,-2,-10,0.4
CC(C)N(C(=O)[C@H]1C[C@H](CC(=O)NCCCN(C)C)C(=O)N2CCc3c([nH]c4cc(-c5ccco5)ccc34)[C@]12C)C(C)C,-0.1,11,16,49,-4,2,2,0.0
Cn1cccc1Cc1nnc(SCC(=O)NCCc2ccccc2)n1C,nt,-4,nt,-6,-3,nt,2,0.0
Cc1ccc(OCc2ccc(C(=O)Nc3ccc(C(N)=O)cc3)o2)c([N+](=O)[O-])c1,nt,-2,nt,-6,-1,nt,nt,0.0
COc1ccc(NC(=O)C2CC3C=CC2C3)c([N+](=O)[O-])c1 (stereo not given),1.0,-11,nt,-8,-4,nt,nt,-0.1
Cc1cc(C(=O)NC2CCCC(C)C2C)c2ccccc2n1 (stereo not given),nt,9,-9,-13,-28,nt,7,0.0
C[C@H](NS(=O)(=O)c1ccc(Cl)cc1)C(=O)OCC(=O)N1CCOCC1,nt,0,-7,-2,-2,-2,-2,0.1
C[C@H]1CN([C@@H](C)CO)C(=O)c2cc(C#CC3CC3)cnc2O[C@@H]1CN(C)C(=O)Cc1ccccn1,0.5,-5,-4,-12,-4,-6,nt,-0.8
Cc1noc(C)c1C(=O)OC(C)C(=O)N1CCc2ccccc21 (stereo not given),nt,-8,1,-8,1,-3,4,-0.2
Cc1ccc(-n2nc(C)c(C3(O)C(=O)N(C)c4ccccc43)c2N)cc1 (stereo not given),nt,31,nt,-48,-33,nt,-19,0.6
CCC(=O)N1C[C@@H](C)[C@H](OC)CN(C)C(=O)c2ccc(NC(=O)c3cnccn3)cc2OC[C@H]1C,0.2,-1,-1,-21,-9,-3,4,0.2
COc1ccc(OC)c(NC(=O)CCNS(=O)(=O)c2ccc3c(c2)c(=O)n(C)c(=O)n3C)c1,nt,-3,nt,-8,1,nt,-15,-0.1
CC(=O)c1c(C)[nH]c(C(=O)N2CCN(S(=O)(=O)c3ccc(F)c(F)c3)CC2)c1C,nt,-3,4,6,2,-1,0,-0.1
CN(C)c1c(F)cc(-c2nn[nH]n2)cc1F,3.1,-6,nt,9,1,-4,-11,0.1
CC1CCc2sc(NC(=O)C3CC(Cl)=CCC3C(=O)O)c(C#N)c2C1 (stereo not given),nt,5,nt,-16,0,nt,-14,0.1
O=c1cccc2n1Cc1cc3ccccc3nc1-2,-0.1,-101,15,-20,-6,53*,2,0.0
O=C(Cc1cccc(C(F)(F)F)c1)NCC(c1ccco1)N1CCCCC1 (stereo not given),-0.2,-52,3,-42,-35,-8,-1,0.0
O=C(Nc1ccccc1C(=O)Nc1ccc(Br)cn1)c1cccc([N+](=O)[O-])c1,3.0,0,-1,-6,1,-4,3,0.1
Cc1cccc(NS(=O)(=O)c2c(C)nc3scc(C)n3c2=O)c1,0.1,nt,5,-2,-3,-7,-4,0.1
Cc1cc(C)n(CC(O)COc2ccc3ccccc3c2)n1 (stereo not given),1.2,-76,nt,-31,1,nt,4,0.2
O=[N+]([O-])/C(C(=C(Cl)Cl)N1CCOCC1)=C1\NCCO1,1.9,0,nt,4,5,nt,7,0.0
CC(=O)Nc1ccc(NC(=O)CCn2nnc3ccccc32)cc1,nt,-1,nt,1,1,-4,11,0.0
CCO[C@H]1OC(C(=O)NCc2ccccc2)=C[C@@H](c2ccc3c(c2)OCO3)[C@@H]1CCCO,0.3,-4,-14,-13,1,-6,10,0.2
CO[C@H]1CN(C)C(=O)c2ccc(NC(=O)c3cnccn3)cc2OC[C@H](C)N(C)C[C@H]1C,0.5,1,-5,nt,nt,1,-3,0.1
CC(C)NC(=O)N(C)C[C@@H]1Oc2ccc(NS(=O)(=O)c3ccc(F)cc3)cc2CC(=O)N([C@H](C)CO)C[C@@H]1C,0.1,-5,1,-4,5,2,4,0.0
O=C(c1ccc(-c2cc(Cl)ccc2Cl)o1)N1CCOCC1,0.4,-24,1,-11,-2,25,2,nt
O=C(NCCCn1ccnc1)c1ccc(Br)s1,nt,9,6,-7,-5,-6,3,0.0
Cc1cccc(NC(=O)CN2CCN(C(=O)C3CCN(C(=O)/C=C/c4ccccc4)CC3)CC2)c1C,-0.3,-19,-1,3,-6,5,-1,-0.1
COc1ccc(NC(=O)CN2C(=O)C(c3ccccc3)=NC23CCCCCC3)cc1,nt,nt,0,nt,nt,-6,-11,0.2
N#CC1(NC(=O)COC(=O)c2cc([N+](=O)[O-])ccc2N2CCOCC2)CCCCC1,-0.2,-2,nt,-7,-1,nt,3,0.1
O=C1CC(N2C(=O)/C(=C/C=C/c3ccccc3)SC2=S)C(=O)N1c1ccccc1 (stereo not given),-1.6,-13,nt,-22,-5,nt,-2,0.1
CCCNC(=O)N(C)C[C@H]1Oc2cc(C3=CCCC3)ccc2S(=O)(=O)N([C@@H](C)CO)C[C@@H]1C,0.9,-7,9,-19,0,2,nt,0.4
COc1ccc(NCC(=O)N/N=C/c2c(C)nn(Cc3ccccc3)c2Cl)cc1,-0.3,9,-4,6,0,10,-3,0.2
O=C(C1CCOCC1)N1[C@H](CO)[C@@H](c2ccccc2)C12CN(Cc1cccnc1)C2,0.1,1,nt,-5,-8,nt,nt,0.0
C[C@H](CO)N1C[C@H](C)[C@H](CN(C)S(C)(=O)=O)Oc2ccc(NC(=O)C3CCCCC3)cc2C1=O,41*,2,9,9,5,6,nt,0.1
# Following part:
SMILES,E-sel inducer,EWS-Fli block,RAD54 inh,RAD52 anneal inh,S100A4 inh HTS,esBAF inh,FN deposit inh,XiGFP reactiv
COC(=O)c1ccc(CSc2nc3c(c(=O)n2-c2ccccc2)SCC3)o1,0.0,4,5,-8,2,2,5,0.3
O=C(Nc1cccc(Cl)c1)N[C@@H]1CC[C@@H](CCNC(=O)C2CCC2)O[C@@H]1CO,0.0,9,-8,-3,0,-1,nt,-0.5
CN(C)C(=O)C[C@H]1CC[C@H]2[C@@H](COC[C@@H](O)CN2C(=O)C2CC2)O1,0.0,7,-3,0,-9,0,-12,0.2
CC(C)S(=O)(=O)NC(=O)C1(C)CCN1C(=O)Cc1ccccc1 (stereo not given),nt,0,-4,-8,-2,-2,4,0.0

# Outcome played no part in choosing rows, and some 3% of all compounds hit somewhere here.
